# HT1080 IDH1KD tx: qHTS for induction of synthetic lethality in tumor cells producing 2HG: qHTS for the HT-1080-IDH1KD cell line | HT-1080 IDH1 knockdown viability, ATP luminescence, 48 h | Potency, µM (titrated, usually from 46.1 µM), inactives show at the highest dose activity, negative = toxicity, usual class: cytotoxic | 360,000 compounds, 2% hits | AID 686971, 2013;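 further: potency means the concentration at half of the fitted maximal effect; 0% = DMSO wells and -100% = cell-free medium wells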
#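 Using the IDH1-knockdown HT-1080 line run in the same batch and compound series as the NT line, viability after 48 h at 37 °C was determined by CellTiter-Glo luminescence and expressed as % activity.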
# SW480 rerep: A quantitative high throughput screen for small molecules that induce DNA re-replication in SW480 colon adenocarcinoma cells. SW480 DNA re-replication, Hoechst DNA content imaging, 48 h. Potency, µM (series often up to 46.1 µM), for inactives: at the highest dose re-replication activation, hits mostly activators. 340,000 compounds, 1.8% hits; further: potency means the concentration at half of the fitted maximal effect; % of control where 0% means no effect; nearly all actives have a fitted effect of over 55% in size
#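 Quantitative HTS format with DMSO vehicle controls; 48 hr drug incubation at 37 C, then 40 min Hoechst staining and scanning imager measurement at 405 nm excitation.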
# IL1B secr inh: qHTS for Inhibitors of Inflammasome Signaling: IL-1-beta AlphaLISA Primary Screen. THP-1 LPS/ATP IL-1B secretion, AlphaLISA, 16 h; stronger effect = lower value. AID 743279, 2014. 360,000 compounds, 4.7% hits. activity change, % at 57.5 µM; in the data active means activity change below about -50%; inconclusive means mostly about -30% to -49%; further: on the % scale 0 is the no-effect control and ±100 the full control effect
#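 THP-1 cells pretreated 1 hr with compounds (up to 57.5 uM final), then stimulated with LPS (250 ng/mL final) plus ATP (1.25 mM final); secreted IL-1B measured by AlphaLISA after 16 hr, decreased signal indicating inhibition.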
# KB-3-1 cytotox: qHTS assay for MDR1-selective chemotherapeutics: Primary screen using the parental adenocarcinoma cell KB-3-1; 400,000 compounds, 1.4% hits; Potency, µM (top dose mostly 46.1 µM), for the others: at the top dose activity change, negative = cytotoxic, most hits filed as cytotoxic; KB-3-1 viability, CellTiter-Glo ATP luminescence, 72 h; further: potency means the concentration at half of the fitted maximal effect; on the % scale 0 is the no-effect control and ±100 the full control effect; nearly all actives have a fitted effect of over 60% in size
#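 Here the drug-naive KB-3-1 line serves as comparator for MDR sub-line selectivity; cells received compound titrations, 72 h at 37 °C, then CellTiter-Glo readout.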
# HEK293 tox: qHTS of GLP-1 Receptor Inverse Agonists: Cytotox Screen. HEK293 cAMP-luciferase reporter cells, luminescence, 24 h. Potency, µM (titrated, usually from 38.3 µM), without a hit: top-dose activity change, negative = inhibition, usual class: inhibitors. 410,000 compounds, 0.13% hits;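 further: loss of luciferase light is scored as toxicity; potency means the concentration at half of the fitted maximal effect; on the % scale 0 is the no-effect control and ±100 the full control effect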
#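 Compound-treated cells are incubated 24 hr at 37 deg C under 5% CO2 after a 12 hour attachment period, then luciferase detection reagent is added and luminescence is measured following 12 min at room temperature; lowered signal indicates toxicity.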
# KB-V1 MDR tox: qHTS assay for MDR1-selective chemotherapeutics: Primary screen using the drug-selected MDR subline cells KB-V1; AID 1347076, 2019; KB-V1 MDR cells viability, CellTiter-Glo, 72 h; Potency, µM (top dose mostly 46.1 µM), for the others: at the top dose activity change, negative = cytotoxicity, actives largely listed as cytotoxic; 400,000 compounds, 3.4% hits; further: potency means the concentration at half of the fitted maximal effect; on the % scale 0 is the no-effect control and ±100 the full control effect; nearly all actives have a fitted effect of over 60% in size
#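 Cytotoxicity toward P-gp-expressing KB-V1 cells was determined as loss of CellTiter-Glo luminescence after 72 h at 37 degrees C. Compounds were tested in quantitative HTS format across a concentration range, with curves fitted to normalized data.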
# HT1080NT lethal: qHTS for induction of synthetic lethality in tumor cells producing 2HG: qHTS for the HT-1080-NT fibrosarcoma cell line; HT-1080-NT fibrosarcoma viability, CellTiter-Glo ATP luminescence, 48 h; Potency, µM (titrated, usually from 46.1 µM), for the others: at the top dose activity, negative = less viability, most hits filed as cytotoxic; 360,000 compounds, 1.6% hits; AID 686970, 2013;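 further: NT is the 2HG producing partner of a matched IDH1 knockdown line; potency means the concentration at half of the fitted maximal effect; 0% = DMSO-treated cells and -100% = media-only wells without cells; nearly all actives have a fitted effect of over 55% in size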
#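 Compounds were tested in concentration-response format on HT-1080-NT cells for 48 hours at 37 degrees C. Cell viability came from CellTiter-Glo luminescence; curves were classified by r2, response magnitude and activity.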
# MCF10A rereplic: A quantitative high throughput screen for small molecules that induce DNA re-replication in MCF 10a normal breast cells. MCF 10A DNA re-replication, Hoechst nuclear intensity, 48 h. Potency, µM (highest dose often 46.1 µM), inactives show at the highest dose activity, positive = re-replication, most hits filed as activators. 350,000 compounds, 2.9% hits. AID 624296, 2012; further: potency means the concentration at half of the fitted maximal effect; % of control where 0% means no effect; nearly all actives have a fitted effect of over 50% in size
# D3 ag: qHTS of D3 Dopamine Receptor Agonist: qHTS; 410,000 compounds, 0.58% hits; max activation, %; AID 652048, 2013; D3R DiscoveRx beta-arrestin cells, luminescence, 90 min; in the data active means max activation above about 30%; further: 0% is about no effect; mostly tested at two doses, the higher about 12 µM
# Target sequence (P35462 whole entry, looked up): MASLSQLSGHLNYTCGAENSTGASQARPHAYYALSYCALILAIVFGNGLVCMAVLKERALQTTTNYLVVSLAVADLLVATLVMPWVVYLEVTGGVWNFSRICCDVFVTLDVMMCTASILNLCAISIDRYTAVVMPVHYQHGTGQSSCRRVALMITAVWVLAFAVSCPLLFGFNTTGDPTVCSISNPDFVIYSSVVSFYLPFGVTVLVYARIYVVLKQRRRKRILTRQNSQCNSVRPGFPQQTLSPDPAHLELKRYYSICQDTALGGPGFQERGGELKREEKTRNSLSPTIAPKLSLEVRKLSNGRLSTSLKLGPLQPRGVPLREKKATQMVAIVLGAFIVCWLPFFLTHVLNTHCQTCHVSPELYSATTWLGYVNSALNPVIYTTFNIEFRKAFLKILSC
#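 Agonist mode: compounds and dopamine controls were applied to plated cells for 90 min at 37 degrees C after an overnight attachment at 1500 cells/well. Luminescent read-out followed 30 - 60 minutes at room temperature with DiscoveRx detection reagent.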
# The depositor's hits bear a star; ? = inconclusive; . = not tested or not shown; & = joins results of further samples; [ ] = dose if it differs, or a comment. Unless noted, the call rests on the fitted dose curve; in most records, active means well fitted curve in the direction sought with a large enough effect; inconclusive means small, poorly fitted or top-dose-only effect, or another doubt; inactive means no such curve, though single readings can be large; an effect the other way counts as inactive or inconclusive. An excerpt (hit frequency here may not be typical).
SMILES,HT1080 IDH1KD tx,SW480 rerep,IL1B secr inh,KB-3-1 cytotox,HEK293 tox,KB-V1 MDR tox,HT1080NT lethal,MCF10A rereplic,D3 ag
CCC(=NC1CCN(Cc2ccccc2)CC1)c1c(O)[nH]c(=O)[nH]c1=O,-11%,-5%,12,5%,12%,?,-6%,12%,-3
O=c1c2ccccc2nc(/C=C/c2ccc(O)cc2)n1-c1cccc(O)c1,?,?,24,-23%,147%[activator],6%,-22%,23µM*,6
Cc1cccc(-n2c(O)c(C=NCCN3CCNCC3)c(=O)[nH]c2=S)c1,30%,-7%,14,4%,2%,?,15%,1%,-12
O=S(=O)(c1ccc(Cl)cc1)N1Cc2ccccc2-n2nncc2C1,-6%,.,46,-7%,2%,-4%,-11%,.,3
COc1cc(CC2(CCc3ccncc3)C(=O)NC(=O)NC2=O)cc(OC)c1OC,5%,-14%,-13,34%,-14%,13%,13%,-6%,3
COC(=O)CCCC(NC(=S)N1CC2C[C@@H](C1)Cn1c2cccc1=O)C(=O)OC (some centres undefined),16%,-1%,-10,6%,8%,-2%,15%,-18%,3
COCCCNC(=O)c1c(NC(=O)c2ccco2)n(Cc2ccccc2)c2nc3ccccc3nc12,?,?,-3,0%,45%[activator],0%,?,?,-13
COc1cccc(C(=O)N2C[C@H]3C[C@@H](C2)c2cccc(=O)n2C3)c1,12%,-45%[inhibitor],10,0%,1%,15%,9%,-59%[inhibitor],12
CNc1cc(N2CCNCC2)ccc1[N+](=O)[O-],-1%,1%,-3,11%,-8%,0%,5%,-4%,-8
CCCCCCOc1ccc(CN2CCN(CCO)CC2)cc1,?,?,?,?,5%,-4%,?,?,1
CC(C)C[C@@H]1COc2cc(N3CCN(C)CC3)ccc2S(=O)(=O)N1,5%,.,4,1%,1%,?,9%,.,-12
c1ccc(CNCCc2c[nH]c3ccccc23)cc1,1%,0%,-10,4%,7%,?,-10%,15%,-2
COc1ccc2c(c1)[C@@]13CCC=C[C@H]1[C@@H](C2)NCC3,?,?,-30,0%,-1%,-1%,?,0%,6
N=c1c2c(n(Cc3ccc(Cl)c(Cl)c3)c3c1CCC3)CCCC2,18µM*,2%,-72*,0%,?,0%,23µM*,?,-4
COc1ccccc1N1CCN(Cc2ccccc2Cl)CC1,13%,1%,5,-23%,1%,21µM*,25%,?,-21
CC(=O)c1c(O)n(C2CCCCCC2)c(=O)[nH]c1=O,-14%,4%,7,-16%,-4%,-21%,-5%,2%,-3
CSc1nnc([C@@H](N)Cc2ccccc2)o1,0%,-2%,3,-13%,?,-22%,5%,8%,-6
NC(=O)CN1CCCC1=O,3%,?,-23,?,-1%,1%,-11%,-10%,-5&2
CN1CCN(c2nc(N)c(Br)c(Cl)n2)CC1,-6%,-13%,?,1%,4%,3%,-2%,1%,-2
COc1ccc(C(O)P(=O)(OC(C)C)OC(C)C)cc1 (centres undefined),11%,-21%,-4,2%,7%,12%,16%,-1%,3
O=c1[nH]c(O)c(N=Nc2cc([N+](=O)[O-])ccc2O)c(=O)[nH]1,-18%,-19%,1,-26%,?,-15%,-2%,-28%,-13
C[C@H](O)[C@H]1CC[C@H]2[C@@H]3CCC4=CC(=O)CC[C@]4(C)[C@H]3CC[C@]12C,-3%,-13%,-1,-2%,1%,15µM*,-5%,?,-13
CCOP(=O)(Cc1ccc(C#N)o1)OCC,19%,-61%[inhibitor],6,0%,10%,16%,16%,3%,-2
O=C(Cc1ccccc1)Oc1ccc([N+](=O)[O-])cc1,0%,4%,9,1%,-19%,4%,1%,-3%,-5
CCC(=NCc1cccnc1)c1c(O)n(Cc2ccccc2)c(=O)[nH]c1=O,-15%,-1%,61,-4%,5%,-14%,-1%,2%,0

# (list continues)
SMILES,HT1080 IDH1KD tx,SW480 rerep,IL1B secr inh,KB-3-1 cytotox,HEK293 tox,KB-V1 MDR tox,HT1080NT lethal,MCF10A rereplic,D3 ag
COc1ccccc1N1C(=O)NC(=O)/C(=C/c2ccc3c4c(cccc24)CC3)C1=O,20%,-3%,?,-1%,-3%,19%,49%,11%,-2
CC1NC(=O)NC(=O)C1Br (centres undefined),2%,-12%,1,7%,-3%,15%,-3%,-1%,1
Cc1cc(OC(C)C(=O)NCC2CCC(C(=O)O)CC2)c2c3c(c(=O)oc2c1)CCC3 (centres undefined),10%,-17%,15,-5%,-2%,?,0%,-21%,2
CCC(c1nnnn1-c1ccc2c(c1)OCCO2)N1CCC(n2c(=O)[nH]c3ccccc32)CC1 (centres undefined),?,.,-20,?,-31%,?,?,.,5
Nc1cncc(C(=O)O)c1,18%&26%,27%&0%,17,-6%&19%,5%&0%,-4%&0%,12%&10%,0%&2%,-1&-1
COc1cccc(C(C)(O)c2nc(-c3cccc(F)c3)cs2)c1 (centres undefined),-23%,.,-15,-1%,1%,0%,?,.,-2
CS(=O)(=O)N(Cc1ccccc1)c1ccc(C(=O)Nc2ccc(Cl)cc2)cc1,.,.,.,?,?,?,.,.,-7
COc1cc(/C=C2\C(=O)NC(=O)N(c3ccccc3)C2=O)c([N+](=O)[O-])cc1OC,-10%,0%,7,3%,-1%[0.307 µM],0%,-13%,3%,-2
c1ccc2sc(C3CCNCC3)nc2c1,-2%,-6%,22,3%,14%,4%,1%,-4%,-33
CC(Cc1ccccc1)NCC(=O)Nc1cc(N(C)C)nc2ccccc12 (centres undefined),23µM*,-46%[inhibitor],.,6%,?,?,?,5%,-6
Cc1ccc(NS(=O)(=O)c2ccc(Cl)c(NC(=S)NC(=O)C3CCCCC3)c2)cc1Cl,?,-66%[inhibitor],-77*,0%,?,-8%,?,8.2µM*,-5
CC(=O)c1c(C)n(Cc2ccccc2)c2ccc(O)cc12,-2%,?,-29,?,12%,-12%,-13%,?,9
COc1ccc(C2=CCC3CCCCN3C2)cc1OC (centres undefined),8%,-5%,-16,12%,?,-8%,10%,-7%,-30
COCCCNC(=O)c1c(NC(=O)c2ccccc2)n(Cc2ccccc2)c2nc3ccccc3nc12,-8%,1.3µM*,-3,1%,33%[activator],-16%,-3%,?,-3
O=C(Nc1cccc(OC(=O)N2CCCCC2)c1)N1CCCCC1,-12%,1%,13,0%,6%,-16%,-5%,-3%,1
CCOP(=O)(OCC)c1nc(-c2cccc3ccccc23)oc1NCCc1ccc(OC)cc1,-9%,21µM*,-55*,?,-2%,5.2µM*,-21%,10µM*,0
Oc1cc(O)cc(/C=C/c2ccc(O)cc2O)c1,?,-9%,-4,0%,-9%,-2%,?,-29%,2
COC(=O)C1=C(c2ccc(C(C)=O)cc2)C[C@@H]2CC[C@H]1N2C(=O)N1CCC(C)CC1,1%,-3%,-1,-4%,?,1%,5%,-19%,-12
O=C(OC1CCN(CCCl)CC1)C(c1ccccc1)c1ccccc1,-22%,?,-71*,0%,-5%,-7%,-25%,2%,-96
CCC1(CCC(C)C)C(=O)NC(=S)NC1=O,11%,-21%,10,?,-2%,0%,5%,-21%,7
CC1CCCN(Cc2nc3c(c(=O)n(C)c(=O)n3C)n2CCCc2ccccc2)C1 (centres undefined),-1%,-4%,-2,0%,43%[activator],?,-2%,?,5
CC(C)=CCOc1c2occc2cc2ccc(=O)oc12,17%,7%,6,17%,9%,-2%,4%,-6%,4&7
CCN(CC)c1ccc(N=Cc2c(O)n(CCc3ccc(OC)c(OC)c3)c(=O)[nH]c2=O)cc1,-7%,?,?,?,4%,16µM*,1%,?,8
COc1cc(CN2CCCC(C(=O)c3sccc3C)C2)cc(OC)c1O (centres undefined),2%,-3%,-11,0%,1%,15%,-2%,3%,-2

# By substructure: the compounds so far with an NH in an aromatic ring (eight)
SMILES,HT1080 IDH1KD tx,SW480 rerep,IL1B secr inh,KB-3-1 cytotox,HEK293 tox,KB-V1 MDR tox,HT1080NT lethal,MCF10A rereplic,D3 ag
CCC(=NC1CCN(Cc2ccccc2)CC1)c1c(O)[nH]c(=O)[nH]c1=O,-11%,-5%,12,5%,12%,?,-6%,12%,-3
Cc1cccc(-n2c(O)c(C=NCCN3CCNCC3)c(=O)[nH]c2=S)c1,30%,-7%,14,4%,2%,?,15%,1%,-12
c1ccc(CNCCc2c[nH]c3ccccc23)cc1,1%,0%,-10,4%,7%,?,-10%,15%,-2
CC(=O)c1c(O)n(C2CCCCCC2)c(=O)[nH]c1=O,-14%,4%,7,-16%,-4%,-21%,-5%,2%,-3
O=c1[nH]c(O)c(N=Nc2cc([N+](=O)[O-])ccc2O)c(=O)[nH]1,-18%,-19%,1,-26%,?,-15%,-2%,-28%,-13
CCC(=NCc1cccnc1)c1c(O)n(Cc2ccccc2)c(=O)[nH]c1=O,-15%,-1%,61,-4%,5%,-14%,-1%,2%,0
CCC(c1nnnn1-c1ccc2c(c1)OCCO2)N1CCC(n2c(=O)[nH]c3ccccc32)CC1 (centres undefined),?,.,-20,?,-31%,?,?,.,5
CCN(CC)c1ccc(N=Cc2c(O)n(CCc3ccc(OC)c(OC)c3)c(=O)[nH]c2=O)cc1,-7%,?,?,?,4%,16µM*,1%,?,8

# Rewritten with two lines to a compound: part of the list above
# Screens in order: HT1080 IDH1KD tx	SW480 rerep	IL1B secr inh	KB-3-1 cytotox	HEK293 tox	KB-V1 MDR tox	HT1080NT lethal	MCF10A rereplic	D3 ag
CC1NC(=O)NC(=O)C1Br (centres undefined)
 : 2%	-12%	1	7%	-3%	15%	-3%	-1%	1
Cc1cc(OC(C)C(=O)NCC2CCC(C(=O)O)CC2)c2c3c(c(=O)oc2c1)CCC3 (centres undefined)
 : 10%	-17%	15	-5%	-2%	?	0%	-21%	2
